# Assay outcomes from PubChem BioAssay.
# esBAF inh: inhibitors of esBAF chromatin remodeling in mouse ES cells; Bmi1-luciferase knock-in reporter, 24 h; 100% = twice the neutral-well signal; reporter increase, % at 12.5 µM; actives 2% (n = 350,000); AID 602393; in the data active = activation above about 40%;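 note: 0% = median of the plate's neutral control wells and 100% = double that signal; a rise in the Bmi1 reporter signal indicates esBAF inhibition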
# Casp6 inh: inhibitors of human caspase-6 | P55212 | purified caspase-6, Z-VEID-R110 cleavage fluorescence | inhibition, % at 12.5 µM | actives 0.53% (n = 350,000) | AID 686996;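 active = mean inhibition across replicates at least about 35%, with every replicate also reaching that limit, limit read from the data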;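 note: 0% = median of neutral control wells and 100% = no fluorescence left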
# Target sequence (P55212 24-179 limits assumed): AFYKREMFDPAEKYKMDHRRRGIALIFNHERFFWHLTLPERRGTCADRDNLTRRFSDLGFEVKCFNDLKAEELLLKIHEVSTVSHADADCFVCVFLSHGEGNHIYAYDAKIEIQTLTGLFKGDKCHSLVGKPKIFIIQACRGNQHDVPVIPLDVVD
# Target sequence (P55212 194-293 limits assumed): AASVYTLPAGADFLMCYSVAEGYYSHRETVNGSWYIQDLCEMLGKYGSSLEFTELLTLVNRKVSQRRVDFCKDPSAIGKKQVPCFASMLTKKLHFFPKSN
# C2C12 statin: protects C2C12 myotubes from simvastatin toxicity. actives 0.78% (n = 330,000). AID 602340. rescue of ATP level, % at 7.49 µM. ATP luminescence, 48 h; scaled: DMSO 0, geranylgeraniol control 100;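 active = mean ATP rescue above about 67%, or every replicate alone reaching that limit, limit read from the data, passing the limit was not always enough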;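 note: myotubes were challenged with 10 µM simvastatin during compound exposure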
# S100A4 inh HTS: blocks human S100A4 binding to myosin IIA peptide; P26447; S100A4/TAMRA-MyoIIA peptide fluorescence polarization; inhibition, % at 10.7 µM; actives 0.14% (n = 360,000);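 active = mean inhibition of at least 70% across replicates, with every replicate also reaching that level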
# Target sequence (P26447 whole entry, looked up): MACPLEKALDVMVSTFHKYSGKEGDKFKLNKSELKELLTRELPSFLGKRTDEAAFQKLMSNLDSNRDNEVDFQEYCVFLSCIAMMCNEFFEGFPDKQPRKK
#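 Compound dosing: one dose per compound; test system: human S100A4 monomer with TAMRA-labelled myosin IIA peptide; probe or stimulus: TAMRA-labelled myosin IIA heavy-chain peptide probe, 5 nM; medium: HEPES buffer with Ca2+, pH 7.2; schedule: 5 min incubation before reading; benchmarks: neutral control DMSO, positive control TFP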
# SIRT5 inh: blocks human SIRT5 desuccinylation of peptide. AID 652115. Purified SirT5, succinyl-peptide AMC, trypsin-coupled fluorescence. inhibition, % at 15 µM. actives 1.1% (n = 330,000); in the data active = inhibition above about 15%
# Target sequence (Q9NXA8 whole entry, looked up): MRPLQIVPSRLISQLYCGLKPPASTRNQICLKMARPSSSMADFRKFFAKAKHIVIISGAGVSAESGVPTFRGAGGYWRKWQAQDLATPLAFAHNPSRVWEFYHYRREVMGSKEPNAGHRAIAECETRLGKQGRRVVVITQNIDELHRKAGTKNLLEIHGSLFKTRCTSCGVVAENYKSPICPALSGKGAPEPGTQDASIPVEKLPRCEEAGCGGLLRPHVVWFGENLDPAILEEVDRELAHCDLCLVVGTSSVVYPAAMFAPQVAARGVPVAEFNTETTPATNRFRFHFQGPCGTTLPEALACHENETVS
# FN deposition inh: fibronectin deposition inhibition. actives 0.086% (n = 350,000). AH1F fibroblasts, Alexa488-fibronectin deposition fluorescence, overnight. inhibition, % at 12.6 µM;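 active = mean inhibition across replicates of 30% or more, regardless of how many single replicates reach that level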;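 note: positive control wells lacked labelled fibronectin entirely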
#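 Material – AH1F fibroblast monolayer, labelled fibronectin deposition · Reagent – labelled fibronectin 24 nM · Timing – 1 h adhesion, overnight exposure · Measured by – fluorescence at 485 nm excitation, 525 nm emission · Read-out – inhibition of fibronectin deposition signal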
# LGR2 antag: Drosophila LGR2 receptor signaling inhibition; HEK293 LGR2, CRE-luciferase, bursicon-stimulated, 4 h; inhibition, % at 9.99 µM; actives 0.35% (n = 380,000); AID 720647;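 active = drop in luminescence signal, shown as inhibition above about 50% in the replicate tests, limit read from the data, passing the limit was not always enough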;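 note: agonist challenge used bursicon conditioned medium at about half maximal strength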
# Starred values were filed as active, the others as inactive; . = no result given. These rows are one share of the data. The share of hits here may be higher or lower than overall.
structure	S100A4 inh HTS	esBAF inh	C2C12 statin	LGR2 antag	Casp6 inh	SIRT5 inh	FN deposition inh
Cc1ccc(-c2ccc3c(c2)O[C@H](CN(C)C(=O)NC(C)C)[C@@H](C)CN([C@@H](C)CO)S3(=O)=O)cc1	30	-8	-31	-4	1	2	.
COc1cc(OC)cc(C(=O)Nc2ccc(N(C)C)c3ccccc23)c1	7	1	-8	-9	0	-3	6
Cc1[nH]n(-c2ccccc2)c(=O)c1CCOC(=O)c1ccc(C(F)(F)F)cc1	.	1	2	.	.	.	8
Cc1ccc(Nc2nc(Cl)nc(NC3CCCCC3)n2)cc1	-2	28	-25	-48	-2	-3	2
O=C1Cc2cc(S(=O)(=O)Nc3ccccc3Cl)cc3c2N1CCC3	3	-10	3	15	4	-4	3
CCC(Oc1ccccc1)C(=O)Nc1ccc(C)c(S(=O)(=O)N2CCOCC2)c1 (stereo not given)	-2	.	28	-3	3	-5	.
O=C(Nc1c[nH]c2c(Cl)cccc2c1=O)N1CCN(c2ccccn2)CC1	-4	38	-7	-2	0	-1	-3
O=C(NCCN1CCN(c2ccccc2)CC1)Nc1ccccc1Cl	-2	3	7	9	-3	-4	0
COC(=O)C[C@H]1C[C@@H]2c3cc(NC(=O)Nc4ccccc4F)ccc3O[C@@H]2[C@H](CO)O1	-13	3	-6	-19	-6	2	-19
Cc1nc(S(=O)(=O)N[C@H]2CCN(Cc3ccc(OCCO)cc3)C2)cn1C	2	.	.	.	1	2	.
Cc1ccc(Sc2c([N+](=O)[O-])c(C)nn2C)cc1	-7	.	.	17	-2	0	4
Cc1ccccc1NC(=O)c1cccc2c1C(=O)N(C1CCCCC1)C2	2	-4	5	-6	2	-5	-3
COc1cc(CNC(C)C)c(Br)cc1OC1CCCC1	-41	0	-1	-28	-4	-4	0
CCC1CCCCN1C(=O)CCNC(=O)Cn1cnc2ccccc2c1=O (stereo not given)	-11	-6	-19	-9	6	2	-1
COc1ccc2c3c(n(C)c2c1)[C@H](CO)N(C(=O)CN1CCOCC1)CC31CN(C)C1	-2	.	.	3	.	11	.
Cc1cc(NC(=O)c2ccc([N+](=O)[O-])cc2)no1	-25	12	7	-3	-2	-1	0
CN(C)CCNC(=O)C1(O)c2cc(Br)ccc2NC(=O)N1c1ccc(Cl)cc1 (stereo not given)	-1	-8	-5	0	2	0	22
CCOc1ccc(OCCC(=O)NNC(=O)c2cc(C)oc2C)cc1	-3	-6	5	13	4	0	0
CN1CCCCN2[C@H](CO)[C@H](c3ccc(C#CC4(O)CCCC4)cc3)[C@@H]2C1	-15	0	-2	-2	-3	-2	.
CCCN(C)C[C@@H]1Oc2ncc(-c3cccc(C(=O)N(C)C)c3)cc2C(=O)N([C@H](C)CO)C[C@@H]1C	-21	-6	8	7	2	-2	2
C[C@H]1CN([C@@H](C)CO)C(=O)c2cc(C#CC3(O)CCCC3)cnc2O[C@@H]1CN(C)C(=O)Cc1ccncc1	3	-3	7	1	-1	0	.
O=C(c1cc(C2CC2)nc2ccccc12)N1N=C(C(F)F)CC1(O)C(F)F (stereo not given)	.	-2	1	.	.	.	3
COc1ccc(C2=NNC(c3ccco3)=Nc3ccc(F)cc32)cc1	1	.	.	27	1	0	-11
COc1cccc(NS(=O)(=O)c2ccc(C)c(C(=O)N3CCCCC3)c2)c1	-32	.	.	-7	-2	0	2
C[C@@H]1CN([C@@H](C)CO)C(=O)c2cc(C3=CCCC3)cnc2O[C@H]1CN(C)S(C)(=O)=O	16	-2	1	11	.	-4	.

# Reprinted from the part before: 2 compounds; new compounds follow.
structure	S100A4 inh HTS	esBAF inh	C2C12 statin	LGR2 antag	Casp6 inh	SIRT5 inh	FN deposition inh
COc1cccc(NS(=O)(=O)c2ccc(C)c(C(=O)N3CCCCC3)c2)c1	-32	.	.	-7	-2	0	2
C[C@@H]1CN([C@@H](C)CO)C(=O)c2cc(C3=CCCC3)cnc2O[C@H]1CN(C)S(C)(=O)=O	16	-2	1	11	.	-4	.
CCOC(=O)[C@H]1[C@H]2COc3ccc(Cl)cc3[C@@H]2N2C(=O)CN(Cc3ccccc3)C(=O)[C@@]12C	-8	-6	-12	1	1	1	-10
O=C1COc2ccc(C(=O)COC(=O)C3CC(O)CN3S(=O)(=O)c3ccc(Cl)cc3)cc2N1 (stereo not given)	4	.	.	-5	5	3	1
CSCCC1NC(=O)N(CC(=O)N2N=C(c3ccc(Cl)cc3)CC2c2ccco2)C1=O (stereo not given)	-4	.	.	-29	-1	-10	-2
CCCc1nnc(SCC(=O)N(CC)CC)n1CC1CCCO1 (stereo not given)	2	.	.	4	-4	-2	5
COc1ccc(/C=C/C(=O)NCC(=O)N/N=C/c2ccc(OC)cc2)cc1	1	0	-3	-2	1	-4	.
CN(C)CCN(C(=O)C1CCCCC1)c1nc2cc3c(cc2s1)OCO3	-5	0	-6	-17	-3	3	-10
COC(=O)C(C)Sc1ccc2nnc(CCNS(=O)(=O)c3ccc(C)cc3)n2n1 (stereo not given)	0	.	.	26	3	.	.
CCN(CC1CCCO1)C(=O)CCc1nnc(CCc2ccccc2)o1 (stereo not given)	-1	-4	-8	-53	-1	-5	-1
COCC(=O)N1[C@@H](CO)[C@H](c2ccccc2)[C@@H]1CN(C)C(=O)c1ccncc1	3	0	12	7	0	5	-12
O=S(=O)(c1ccc(Cl)cc1)N1CCN(CCc2ccccc2)CC1	-6	-1	6	3	1	3	1
C/C(N)=C(/C#N)C(=O)COC(=O)CSc1ccc2ccccc2c1	0	-5	4	4	4	2	-4
CN(C)c1ccc(C(=O)OCC(=O)N2CCCCCC2)cc1	-2	47*	5	.	-1	1	-12
CC(=O)Oc1ccc(C(=O)OCC(=O)c2c(N)n(C)c(=O)n(C)c2=O)cc1OC(C)=O	-1	10	2	9	20	-3	6
COc1ccc(C(=O)C2CCCN(Cc3cn[nH]c3-c3ccccc3)C2)cc1OC (stereo not given)	0	-1	8	35	1	29*	29
COc1cc(OC)cc(C(=O)NCC(=O)OCC(=O)N2CCc3ccccc32)c1	0	.	.	18	5	0	.
COCc1cn(CC[C@@H]2CC[C@@H](NC(=O)Nc3c(C)noc3C)[C@@H](CO)O2)nn1	1	-2	0	10	3	-1	-8
CCS(=O)(=O)NCC[C@@H]1CC[C@@H](NC(=O)C2CCCC2)[C@@H](CO)O1	-3	-7	2	18	-10	2	.
COCCNC(=O)c1c(NC(=O)c2nc(SC)ncc2Cl)sc2c1CCCC2	-3	-2	-165	9	-4	1	.
O=C(CCNS(=O)(=O)c1cccs1)N1CCN(c2cccc(Cl)c2)CC1	-4	8	4	-15	-1	-4	-7
CCOc1ccc(S(=O)(=O)N2CCN(C(=O)c3ccc(C)c(S(=O)(=O)N4CCOCC4)c3)CC2)cc1	-1	3	-9	-17	7	0	-6
CCCc1[nH]nc2c1C(c1ccncc1)C(C#N)=C(N)O2 (stereo not given)	.	0	-8	19	.	.	.
COC(=O)Nc1nc(-c2cc(Cl)ccc2Cl)cs1	0	-14	-1	2	-1	-8	2
CCOc1nc(-c2ccccc2O)nc2ccccc12	0	.	.	-21	1	-23	.
O=C(Nc1ccccc1Cl)c1ccc2c(c1)N(Cc1ccc(F)cc1)C(=O)CS2=O (stereo not given)	1	6	-4	22	0	-3	-16
COc1ccc(C(=O)Nc2cc(OC)c(Cl)cc2Cl)cc1	0	.	.	30	1	-3	16
O=C(CNS(=O)(=O)c1ccccc1)N1CCN(C(=O)c2ccco2)CC1	0	10	12	-3	0	-2	0
CNc1cc(F)nc(F)n1	.	1	5	-1	.	.	-2
CC(O)(c1ccc(F)c(F)c1)c1nc(-c2csc3ccccc23)cs1 (stereo not given)	0	-1	0	6	1	-1	-9
CC[C@@H]1C=C(C(=O)O)[C@H](c2ccc(OC)c(OC)c2)N1S(=O)(=O)c1ccc(C)cc1	-8	-10	7	10	3	0	-5
COc1ccc(-c2c(-c3ccc(OC)cc3O)nc(C)nc2C(F)(F)F)cc1	-2	-5	-15	-3	1	-6	-5
COc1ccc2c3c([nH]c2c1)[C@H](CO)N(C(=O)c1cccnc1)CC31CN(Cc2ccccc2)C1	-19	.	.	-1	-3	-1	-8
O=C(Nc1ccccn1)c1csc2c1CCCC2	0	.	.	-86	-1	-7	7
Cc1ccc(C)c(-c2nnc(NC(=O)c3ccc([N+](=O)[O-])o3)o2)c1	7	-9	2	4	3	-6	2
CN(CC(=O)Nc1ccccc1Cl)C(=O)CSc1nnc(-c2ccco2)o1	0	5	-3	.	-1	1	4
Cc1ccc(CN2CCN(Cc3cnc(N4CCOCC4)s3)CC2CCO)o1 (stereo not given)	-2	.	.	-12	-3	-2	4
C=CCc1cc(OC)ccc1OCCN(C)Cc1ccccc1	0	.	.	3	2	0	-8
C[C@@H]1CN([C@H](C)CO)C(=O)c2cc(C#C[C@@H](C)O)cnc2O[C@@H]1CN(C)C(=O)CN1CCOCC1	-13	1	-14	2	-5	0	.
CCCCC(=O)Nc1cccc(NC(=O)CC)c1	.	3	-9	.	.	.	2
CN(C)CC#Cc1ccc([C@@H]2[C@H]3CN(C(=O)Nc4ccc(F)cc4)CCCCN3[C@H]2CO)cc1	-11	1	-10	2	-4	0	.
COCCCN1C(=O)N(c2ccccc2)C(=O)C1CC(=O)Nc1ccccc1 (stereo not given)	2	2	11	-8	-5	-6	.
COC(=O)c1cc(S(=O)(=O)NCc2ccccc2OC)cn1C	-6	2	-1	-2	-1	0	4
Cc1ccc(C)c(NC(=O)NNS(=O)(=O)c2ccc(C)c(C)c2)c1	-4	-3	7	-17	0	-1	11
CCn1c(SCC(=O)Nc2ccccc2OC)nc(O)cc1=O	-4	0	-2	-1	1	4	-13
CCCCOc1ccc(OCCSc2nc3ccccc3n2CC(=O)O)cc1	4	-10	-11	11	4	3	2

# 4 successive compounds out of the list so far:
structure	S100A4 inh HTS	esBAF inh	C2C12 statin	LGR2 antag	Casp6 inh	SIRT5 inh	FN deposition inh
COc1ccc(C2=NNC(c3ccco3)=Nc3ccc(F)cc32)cc1	1	.	.	27	1	0	-11
COc1cccc(NS(=O)(=O)c2ccc(C)c(C(=O)N3CCCCC3)c2)c1	-32	.	.	-7	-2	0	2
C[C@@H]1CN([C@@H](C)CO)C(=O)c2cc(C3=CCCC3)cnc2O[C@H]1CN(C)S(C)(=O)=O	16	-2	1	11	.	-4	.
CCOC(=O)[C@H]1[C@H]2COc3ccc(Cl)cc3[C@@H]2N2C(=O)CN(Cc3ccccc3)C(=O)[C@@]12C	-8	-6	-12	1	1	1	-10

# Retrieved by compound from the list above, four records:
structure	S100A4 inh HTS	esBAF inh	C2C12 statin	LGR2 antag	Casp6 inh	SIRT5 inh	FN deposition inh
COc1ccc2c3c([nH]c2c1)[C@H](CO)N(C(=O)c1cccnc1)CC31CN(Cc2ccccc2)C1	-19	.	.	-1	-3	-1	-8
Cc1ccc(C)c(NC(=O)NNS(=O)(=O)c2ccc(C)c(C)c2)c1	-4	-3	7	-17	0	-1	11
Cc1ccc(C)c(-c2nnc(NC(=O)c3ccc([N+](=O)[O-])o3)o2)c1	7	-9	2	4	3	-6	2
CN(CC(=O)Nc1ccccc1Cl)C(=O)CSc1nnc(-c2ccco2)o1	0	5	-3	.	-1	1	4
